Screening results as filed in PubChem.
AmpC no deterg – qHTS Inhibitors of AmpC Beta-Lactamase (assay without detergent); 330,000 tested, 0.52% active; Potency, µM (titrated, usually from 57.1 µM), without a hit: top-dose activity change, negative = inhibition, usual class: inhibitors; AmpC nitrocefin hydrolysis, absorbance 480 nm, 0.0001% Triton; P00811;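 also: potency is read from the fitted curve at half-maximal effect; plate controls were no compound for no effect and no enzyme for full effect; nearly all actives have a fitted effect of over 20% in size; some results filed as inactive show a strong effect at the top dose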
Target sequence (P00811 whole entry, looked up): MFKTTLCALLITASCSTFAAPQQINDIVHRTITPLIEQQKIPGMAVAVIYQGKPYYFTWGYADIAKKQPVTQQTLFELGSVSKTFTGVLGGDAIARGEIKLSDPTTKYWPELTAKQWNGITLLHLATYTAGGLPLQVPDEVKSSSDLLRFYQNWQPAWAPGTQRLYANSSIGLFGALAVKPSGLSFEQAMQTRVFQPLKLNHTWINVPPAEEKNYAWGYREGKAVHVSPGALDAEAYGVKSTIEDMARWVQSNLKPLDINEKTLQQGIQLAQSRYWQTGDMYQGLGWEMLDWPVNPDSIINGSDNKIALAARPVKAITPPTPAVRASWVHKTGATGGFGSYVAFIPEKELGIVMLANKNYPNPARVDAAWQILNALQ
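AmpC (5.3 nM in the dispensed reagent) in 20 mM phosphate pH 7.0 with 0.01% (detergent screen) or 0.0001% Triton X-100 was preincubated with compounds for 15 min at room temperature. Nitrocefin was then added from an 800 uM solution, and hydrolysis was followed at 480 nm.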
HCMV antiviral – qHTS Assay for inhibitors of the human cytomegalovirus (HCMV). AID 1259415, 2018. HFF cells, HCMV-luciferase reporter, 72 h; active compounds read low. activity change, negative = inhibition, % at 57.5 µM. 410,000 tested, 4.5% active; in the data active = activity change below about -60%; inconclusive = no clear call, values can overlap the other calls; inactive = above about -39%
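Screen run at 2 compound doses on HFFs infected with reporter HCMV, MOI 1 PFU/cell. Luciferase activity from cell lysates at 72 h post infection gave inhibition relative to buffer-only and Salinomycin wells.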
HCV inh – qHTS Assay for Inhibitors of Hepatitis C Virus (HCV) | Huh7.5.1 HCVcc-Cre infection, luciferase reporter, 44 h | Potency, µM (doses to about 41.8 µM), inactives show at the top dose activity change, negative = inhibition, actives largely listed as inhibitors | 340,000 tested, 3.4% active | AID 651820, 2012; also: potency is read from the fitted curve at half-maximal effect
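Seed cells (1,000/well) for 4 h; treat with compound and infect with HCVcc-Cre, moi about 0.5. Incubate 44 h, then detect luciferase activity.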
An asterisk follows results filed as active; [ ] = another dose, or the depositor's remark. Unless noted, calls follow the shape of the dose curve; as a rule, active = well fitted curve in the direction sought with a large enough effect; inconclusive = small, poorly fitted or top-dose-only effect, or another doubt; inactive = no such curve, though single readings can be large; an effect the other way counts as inactive or inconclusive. Unless noted, % is scaled to controls: 0 for no effect and ±100 for the full control effect. Some of the compounds tested; rates above refer to the full screens.

CC[C@]12c3[nH]c4cc(-c5ccco5)ccc4c3CCN1C(=O)[C@@H](CC(=O)NCCC1=CCCCC1)C[C@@H]2C(=O)N1CCN(C(=O)c2ccco2)CC1 was read as AmpC no deterg 223%[activator] and HCV inh 15%.
`CC(C)(C)NC(=O)C[C@H]1C[C@H](C(=O)N2CCOCC2)[C@@]2(CCC3CCCC3)c3[nH]c4ccc(Cl)cc4c3CCN2C1=O` gave AmpC no deterg 171%[activator] and HCV inh inconclusive.
For C[C@]12CCC3C(CC[C@H]4C[C@@H](O)CC[C@]34C)C1CCC2=O (stereo partly drawn) the results were AmpC no deterg -15% and HCV inh 30%[activator].
For Nc1ncnc2c1ncn2[C@@H]1O[C@H](CNCC#Cc2ccccc2)[C@@H](O)[C@H]1O the results were AmpC no deterg 45% and HCV inh -7%.
For COc1ccc(NC(=O)COC(=O)C2COc3ccccc3O2)cc1OC (stereo not drawn) the results were HCMV antiviral -10.
For COc1ccccc1C(NC(=O)C1CCN(CCOc2ccc3ccccc3c2)CC1)c1ccccn1 (stereo not drawn) the results were HCMV antiviral 40.
For CNc1cncc(-c2ccccc2NC(C)=O)n1 the results were HCMV antiviral 44.
`CCC/C=C/c1ccc(CN2C(C(C)C)C(=O)N(Cc3cn(CCC4OCCO4)nn3)CCS2(=O)=O)cc1` (stereo not drawn) gave HCMV antiviral 3.
For CC1(C(=O)NS(=O)(=O)c2ccc(Cl)s2)CCN1C(=O)C1CCCCC1 (stereo not drawn) the results were HCMV antiviral 2.
For CCCCCCC12C(=Cc3cc4c(cc31)OCCO4)c1cc(OC)c(OC)cc1C(CC(=O)NC1CCCCC1)N2C(=O)OC (stereo not drawn) the results were HCMV antiviral -28.
Screening COc1ccc(-c2nc3c4ccccc4ccn3c2Cc2cccc(Cl)c2)cc1OC returned HCMV antiviral 46.
`CN1CCN(c2ncnc3c2ncn3[C@H]2CN(Cc3ccncc3)C[C@@H](CO)O2)CC1` gave HCMV antiviral -12.

Nothing new here: entries from further up.
For COc1ccc(NC(=O)COC(=O)C2COc3ccccc3O2)cc1OC (stereo not drawn) the results were HCMV antiviral -10.
For COc1ccccc1C(NC(=O)C1CCN(CCOc2ccc3ccccc3c2)CC1)c1ccccn1 (stereo not drawn) the results were HCMV antiviral 40.

Other records:
Screening CCCCC1Cc2[nH]c(=S)[nH]c(=O)c2C(c2cccc3ccccc23)O1 (stereo not drawn) returned HCMV antiviral 6.
Screening COc1ccc(NC(=O)c2cc(-c3ccc(F)cc3OC(C)C)n[nH]2)cn1 returned HCMV antiviral -15.
Screening COC(=O)C1=CN(c2ccc3c(c2)OCO3)C(N)=C(C#N)C1c1cccc(F)c1 (stereo not drawn) returned HCMV antiviral -11.
`O=C(NCC1CC1)c1cc2c(c(-c3cccc(-c4ccccc4F)c3)n1)[C@@H](CCO)N(C(=O)CC1CC1)C2` gave HCMV antiviral inconclusive.
`CO[C@@H]1CN(C)C(=O)c2cc(NC(=O)C3CC3)ccc2OC[C@H](C)N(C(=O)CN2CCOCC2)C[C@@H]1C` gave HCMV antiviral -22.
`N#Cc1ccc2nc(-c3ccc(CN4CCC(n5cc(-c6ccccc6)[nH]c5=O)CC4)cc3)c(-c3ccccc3)nc2c1` gave HCMV antiviral -99*.
`COc1ccc(C(=O)COC(=O)CCn2c(C)csc2=O)c(OC)c1` gave HCMV antiviral -5.
`Cc1ccc(CC2(C)C(=O)Nc3c(Cl)ccc(Cl)c32)cc1` (stereo not drawn) gave HCMV antiviral 9.
`COc1ccc(/C=C(\NC(=O)c2ccc(Cl)cc2)C(=O)NCc2cccnc2)cc1OC` gave HCMV antiviral -8.
`CSc1ccc(CNC(=O)C2CCC(=O)N(CC3CCCCC3)C2)cc1` (stereo not drawn) gave HCMV antiviral -22.
Screening COC(=O)[C@@]12C[C@@H](CC(=O)NCc3ccc(OC)c(OC)c3)C(=O)N(Cc3ccc4c(c3)OCO4)C1=CCC(C)(C)C2 returned HCMV antiviral 4.
CCC(c1nnnn1C1CCCC1)N1CCC2(CC1)C(=O)NCN2c1ccccc1 (stereo not drawn) was read as HCMV antiviral -1.
Screening CCOC(=O)c1ccc(NC(=O)c2nc[nH]c2C(=O)NC[C@@H](C)O)cc1 returned HCMV antiviral -30.
CCCCc1ccc(NC(=O)COC(=O)c2ccc3ncsc3c2)cc1 was read as HCMV antiviral 2.
`O=C(c1ccc2c(c1)CCC2)N1CCN(Cc2c(F)cccc2Cl)CC1` gave HCMV antiviral -37.
`O=C(NC1CCCCC1)C(c1ccncc1)n1c(=O)c(-c2cc3ccccc3[nH]2)nc2ccccc21` (stereo not drawn) gave HCMV antiviral 24.
Screening CN(c1ccccc1)S(=O)(=O)c1ccc(C(=O)Nc2cccc(S(=O)(=O)N3CCOCC3)c2)cc1 returned HCMV antiviral -95*.
`CC(C)NC(=O)N(C)C[C@H]1Oc2cc(C#Cc3ccc(F)cc3)ccc2S(=O)(=O)N([C@H](C)CO)C[C@H]1C` gave HCMV antiviral -4.
Screening COc1ccc(NS(=O)(=O)c2cc(N=Nc3c(O)[nH]c(=O)[nH]c3=O)ccc2OC)cc1Br returned HCMV antiviral -24.
`CCCn1c(C)cc(C(=O)COC(=O)c2cc(=O)[nH]c3ccccc23)c1C` gave HCMV antiviral 20.
`COc1cccc(CNS(=O)(=O)c2ccccc2Br)c1` gave HCMV antiviral 7.
`COC(=O)C(c1ccccc1)(c1cn(-c2ccccc2)c2ccccc12)C(Nc1ccccc1)c1ccccc1` (stereo not drawn) gave HCMV antiviral -29.
For O=S1c2ccccc2-c2ccccc21 the results were HCMV antiviral -12.
CCCCC(=O)N1C(C)CCC1C (stereo not drawn) was read as HCMV antiviral -24.

By substructure: the entries above with bromine
Screening COc1ccc(NS(=O)(=O)c2cc(N=Nc3c(O)[nH]c(=O)[nH]c3=O)ccc2OC)cc1Br returned HCMV antiviral -24.
`COc1cccc(CNS(=O)(=O)c2ccccc2Br)c1` gave HCMV antiviral 7.

(cont.)
Screening COC(=O)[C@]12CCCCC=C1N(CCc1ccc(OC)c(OC)c1)C(=O)[C@H](CC(=O)NCc1ccc(C)o1)C2 returned HCMV antiviral -3.
Screening COc1ccc(NC(C)=O)cc1NC(=O)c1c(C)noc1C returned HCMV antiviral 22.
CC1(CSc2ccccc2)CC(=O)N1 (stereo not drawn) was read as HCMV antiviral -79*.
Screening CC(C)CNC(=O)C(C)(C)n1cc(NC(=O)COCc2ccccc2)cn1 returned HCMV antiviral 4.
`O=C1C=C(OCCF)CC(c2cccc(Cl)c2)O1` (stereo not drawn) gave HCMV antiviral 67.
`CCCCCCN1C[C@H](O)[C@@H](n2cc(C3CC3)nn2)C[C@@H]1c1ccc(C)cc1` gave HCMV antiviral -7.
For COC(=O)C1=CN(c2ccc(N3CCOCC3)cc2)C(N)=C(C#N)C1c1ccccc1 (stereo not drawn) the results were HCMV antiviral 16.
`c1ccc2c(c1)[nH]c1c(C3=NCCC3)nccc12` gave HCMV antiviral -1.
Nc1[nH]c(C(=O)c2ccccc2)c(-c2ccc(Cl)cc2Cl)c1C(=O)c1ccc(Br)cc1 was read as HCMV antiviral -28.
`O=C(O)c1ccccc1-c1ccccc1C(=O)Nc1ccc2oc(=O)c3ccccc3c2c1` gave HCMV antiviral 15.
Screening CC(=O)Nc1ccc(CN(C)c2c(C)nc3ccc(C(=O)N(C)Cc4ccccc4)cn23)cc1 returned HCMV antiviral 1.
Screening CCNC(=O)C1(C)CCN(C(=O)c2cccc(OC(C)=O)c2C)C1 (stereo not drawn) returned HCMV antiviral 1.
CCC/C=C/c1ccc(CN2C(C)C(=O)N(Cc3cn(Cc4ccco4)nn3)CCS2(=O)=O)cc1 (stereo not drawn) was read as HCMV antiviral -19.
`CCCNC(=O)C1(C)CCCN(Cc2csc(-c3ccccc3)n2)C1` (stereo not drawn) gave HCMV antiviral 9.
For Cc1cccc(C)c1NC(=O)C1(C)CSCC(=O)N1Cc1cccc(F)c1 (stereo not drawn) the results were HCMV antiviral -2.
Screening Cc1ccc(S(=O)(=O)N2C[C@H]3[C@H]4C(=O)N(c5ccccc5)C(=O)[C@H]4C[C@H](OC(=O)NC4CCCC4)[C@@]3(O)C2)cc1 returned HCMV antiviral 2.
Screening O=C1c2ccccc2C(c2nc3ccccc3[nH]2)N1c1ccccn1 (stereo not drawn) returned HCMV antiviral 27.
Screening CC(=O)c1ccc(Nc2nc(C(N)Cc3ccc(N)cc3)cs2)cc1 (stereo not drawn) returned HCMV antiviral 26.
Screening O=C(Nc1c(-c2ccccc2)[nH][nH]c1=O)c1cccc(C(F)(F)F)c1 returned HCMV antiviral -12.
O=C(O)CN1C(=O)C=CC1=O was read as HCMV antiviral 30.
COc1ccc(CC(=O)Nc2cc(S(=O)(=O)N3CCOCC3)ccc2N2CCCC2)cc1 was read as HCMV antiviral -28.
Screening COc1ccc(N2CCN(CCCn3cnc4c(OC)ncnc43)CC2)cc1 returned HCMV antiviral -9.
`CCOC1=CC(=O)N(CCN)C1` gave HCMV antiviral -5.
Screening O=C(COC(=O)c1c[nH]c2ccccc12)NCc1ccccc1 returned HCMV antiviral 1.
`COc1cc(C(=O)NCC(c2cccs2)N2CCOCC2)ccc1OCc1ccccc1` (stereo not drawn) gave HCMV antiviral -2.
Screening CCCCC[C@@H](C)N1C[C@@H](COCc2ccccc2)Oc2cc(N3CC[C@H](N(C)C)C3)ccc2S1(=O)=O returned HCMV antiviral -63*.
`O=C1CCC[C@H]2[C@@H](Cc3ccccc3)[C@@H](NS(=O)(=O)c3ccccc3)CC[C@]23CCCN13` gave HCMV antiviral -21.
Screening CCCCn1nnnc1C(c1ccc(OC)cc1)N1CCN(C/C=C/c2ccccc2)CC1 (stereo not drawn) returned HCMV antiviral -9.
`COc1ccc(CN2C[C@@H](CO)O[C@@H](n3cnc4c(NCCN(C)C)ncnc43)C2)cc1` gave HCMV antiviral -30.
Screening C=CCOc1cccn2c(N(C=O)Cc3ccc(OC)cc3)c(CC)nc12 returned HCMV antiviral -35.
c1ccc(NN(Cc2ccccn2)c2ccccc2)cc1 was read as HCMV antiviral -3.
`COC(=O)N(C)C[C@@H]1OCc2cn(nn2)CCCC(=O)N([C@@H](C)CO)C[C@H]1C` gave HCMV antiviral -22.
O=C(Nc1cccc(Cl)c1)NN(c1ccccc1)C1CCS(=O)(=O)C1 (stereo not drawn) was read as HCMV antiviral -9.
CCCCC(=O)N(C)c1c(CC)nc2c(OCC(N)=O)cccn12 was read as HCMV antiviral -6.
For NC(Cc1ccccc1)c1csc(Nc2ccccn2)n1 (stereo not drawn) the results were HCMV antiviral 37.
`C[C@H]1COc2cc(N3CCOCC3)ccc2S(=O)(=O)N1` gave HCMV antiviral 9.
`NC(=O)c1cccc(-c2ccnc3c2CC(C(=O)NCc2ccc(F)c(F)c2)O3)c1` (stereo not drawn) gave HCMV antiviral 14.
`Cc1cc(C)c2c(=O)n3c(nc2c1)C(CC(C)C)NC(=O)c1cccnc1-3` (stereo not drawn) gave HCMV antiviral -22.
Cc1ccc(S(=O)(=O)Nc2ccc(Nc3nccn4c(-c5cccc(OC(F)(F)F)c5)cnc34)cc2)cc1 was read as HCMV antiviral -16.
For O=C(C(=Cc1ccc(O)cc1)c1ccccc1)c1ccccc1 the results were HCMV antiviral -3.
Screening COc1ccc(C2=NN(C(=O)c3ccco3)C(c3cccs3)C2)cc1OC (stereo not drawn) returned HCMV antiviral 62.
Screening CCNC(=O)C1(C)CCN(C(=O)c2ccccc2OC(F)(F)F)C1 (stereo not drawn) returned HCMV antiviral -9.
Screening Cn1c(-c2ccccc2)cc(=O)cc1-c1ccccc1 returned HCMV antiviral 15.
`COC(=O)c1ccc(Cn2c(C)c(C(=O)NCc3cccc([N+](=O)[O-])c3)sc2=O)o1` gave HCMV antiviral 3.
Screening CC(C)c1ccc(NC(=O)Nc2nc(CN)cs2)cc1 returned HCMV antiviral 12.
For CCN(CC)CCCNc1cc(C)c(C#N)c2nc3ccccc3n12 the results were HCMV antiviral -17.

5 records drawn at random from those above, as already listed:
`COC(=O)c1ccc(Cn2c(C)c(C(=O)NCc3cccc([N+](=O)[O-])c3)sc2=O)o1` gave HCMV antiviral 3.
Screening CC(C)c1ccc(NC(=O)Nc2nc(CN)cs2)cc1 returned HCMV antiviral 12.
Screening COc1ccc(C2=NN(C(=O)c3ccco3)C(c3cccs3)C2)cc1OC (stereo not drawn) returned HCMV antiviral 62.
Cc1ccc(S(=O)(=O)Nc2ccc(Nc3nccn4c(-c5cccc(OC(F)(F)F)c5)cnc34)cc2)cc1 was read as HCMV antiviral -16.
Screening CCNC(=O)C1(C)CCN(C(=O)c2ccccc2OC(F)(F)F)C1 (stereo not drawn) returned HCMV antiviral -9.
